RGS8-Gao reg: modulates binding of RGS8 to human Galphao | multiplexed bead flow cytometry; actives lie on both sides | response (percent of control binding), % at 10 µM | 0.34% of 220,000 active; in the data active = response below about 60% or above about 140%; inactive = in between;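 note: Galphao activated as the GDP aluminium fluoride complex binding bead-coupled RGS8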
Target sequence (P09471 whole entry, looked up): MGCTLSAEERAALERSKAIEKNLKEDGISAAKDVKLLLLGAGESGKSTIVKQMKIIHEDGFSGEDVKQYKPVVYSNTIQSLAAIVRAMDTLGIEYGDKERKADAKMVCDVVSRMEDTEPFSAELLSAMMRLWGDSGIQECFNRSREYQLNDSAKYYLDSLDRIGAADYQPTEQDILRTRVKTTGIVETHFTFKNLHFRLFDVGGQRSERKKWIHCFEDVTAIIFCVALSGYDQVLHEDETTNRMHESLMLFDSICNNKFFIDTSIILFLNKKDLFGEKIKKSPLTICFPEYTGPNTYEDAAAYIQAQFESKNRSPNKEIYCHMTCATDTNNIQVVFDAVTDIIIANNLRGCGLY
Bcl-B Bim block: inhibitors of Bim-Bcl-B interaction, human | bead-based flow cytometry, Bim peptide-Bcl-B binding | 0.073% of 190,000 active | inhibition, % at 10 µM | Q9HD36;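 note: 0% = tracer peptide without compound and 100% = reference inhibitor peptide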
Target sequence (Q9HD36 whole entry, looked up): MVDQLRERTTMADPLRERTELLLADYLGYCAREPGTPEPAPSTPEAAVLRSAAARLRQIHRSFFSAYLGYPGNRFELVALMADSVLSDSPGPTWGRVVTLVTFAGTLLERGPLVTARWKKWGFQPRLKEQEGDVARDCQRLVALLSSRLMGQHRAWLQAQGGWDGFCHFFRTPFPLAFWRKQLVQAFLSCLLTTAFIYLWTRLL
Bcl-2 Bim block: inhibitors of Bim-Bcl-2 interaction, human. P10415. Bead-based flow cytometry, Bim peptide-Bcl-2 binding. inhibition, % at 10 µM. 0.06% of 190,000 active. AID 950; in the data active = inhibition above about 40%; inconclusive = no clear call, values can overlap the other calls;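 note: 0% = no compound wells with probe peptide and 100% = reference peptide inhibitor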
Target sequence (P10415 whole entry, looked up): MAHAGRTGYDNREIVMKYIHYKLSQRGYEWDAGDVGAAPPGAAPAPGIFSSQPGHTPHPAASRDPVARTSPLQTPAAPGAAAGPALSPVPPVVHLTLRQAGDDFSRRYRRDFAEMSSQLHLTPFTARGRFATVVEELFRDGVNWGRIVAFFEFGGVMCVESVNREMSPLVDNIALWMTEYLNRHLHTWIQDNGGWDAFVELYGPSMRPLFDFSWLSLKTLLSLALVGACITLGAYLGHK
RGS4-Gao reg: modulates binding of RGS4 to human Galphao; binding response (% of control), % at 10 µM; 0.33% of 220,000 active; AID 1415; Multiplexed bead flow cytometry; actives lie on both sides; in the data active = binding response below about 49% or above about 150%; inactive = in between;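 note: fluorescent Galphao activated with aluminum fluoride binding bead-coupled RGS4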
GSH fluor: compound fluoresces at 488/530 nm on GSH beads. fluorescence (KMESF) at 10 µM. GSH beads flow cytometry, compound fluorescence 488/530 nm; hits give high values. 0.25% of 190,000 active; in the data active = fluorescence above about 89;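 note: glutathione beads carrying GST-tagged Bcl family fusion proteins plus one bare bead set; values are compound well signal with DMSO vehicle wells as background; inactives centre near 16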
Bcl-XL Bim block: disrupts Bim peptide binding to human Bcl-XL | Q07817 | 0.04% of 190,000 active | inhibition, % at 10 µM | bead flow cytometry, fluorescence
Target sequence (Q07817 whole entry, looked up): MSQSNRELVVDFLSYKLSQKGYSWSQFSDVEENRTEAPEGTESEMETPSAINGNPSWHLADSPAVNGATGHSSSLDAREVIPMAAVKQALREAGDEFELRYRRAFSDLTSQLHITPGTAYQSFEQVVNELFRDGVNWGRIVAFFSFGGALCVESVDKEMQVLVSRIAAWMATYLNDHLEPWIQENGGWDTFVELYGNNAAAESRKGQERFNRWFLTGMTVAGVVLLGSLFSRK
ABCG2 block: blocks JC-1 efflux by human ABCG2 transporter. IgMXP3 cells, flow cytometry. Q9UNQ0. 0.1% of 190,000 active. inhibition, % at 6.6 µM;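 active = inhibition above 80%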;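 note: 0% = DMSO and 100% = nicardipine control wells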
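test system = two drug-resistant human cell lines, ABCG2 and ABCB1 | amount = 3 million cells/mL final, two lines in 1:1 ratio | reagent = JC-1 transporter substrate | doses = one concentration, 6.6 µM final | incubation = 10 min at 25 °C | signal = flow cytometric JC-1 green MFI at 530 nm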
Bcl-W Bim block: inhibitors of Bim-Bcl-W interaction, human | Q92843 | bead-based flow cytometry, Bim peptide-Bcl-W binding | inhibition, % at 10 µM | 0.02% of 190,000 active | AID 952;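 note: 0% = bound tracer without compound and 100% = peptide blocker; higher means less fluorescent Bim peptide bound to Bcl-W beads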
RGS7-Gao: human RGS7-Galphao interaction regulation; P09471; Multiplexed bead flow cytometry, RGS7-Galphao binding; actives lie on both sides; binding response (% of control), % at 10 µM; 0.35% of 220,000 active; in the data active = binding response below about 49% or above about 150%; inconclusive = no clear call, values can overlap the other calls; inactive = in between;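 note: fluorescent Galphao held in activated GDP-AlF4 state binding bead-coupled RGS7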
ABCB1 inh: inhibitors of human ABCB1 transporter, ABCG2 counter-screen; CCRF-Adr cells, JC-1 efflux, flow cytometry; 0.067% of 190,000 active; inhibition, % at 6.6 µM; P08183; AID 1326; in the data active = inhibition above about 40%;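 note: 0% = vehicle and 100% = reference inhibitor; higher value means more JC-1 retained so stronger ABCB1 efflux block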
Bfl-1 Bim block: human Bim-Bfl-1 interaction inhibition | AID 1008 | inhibition, % at 10 µM | 0.12% of 190,000 active | Q16548 | Bead-based flow cytometry, Bim-Bfl-1 binding inhibition;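 note: 0% = wells without compound plus tracer and 100% = blocker peptide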
Numbers without * were called inactive; ? = inconclusive. Cut-off read from the data, not from the text of the source, unless noted: active = inhibition above about 40%. Outcome played no part in choosing rows. About 1.1% of those tested had a hit in this group.

smiles,RGS7-Gao,RGS8-Gao reg,Bcl-B Bim block,Bcl-W Bim block,GSH fluor,ABCB1 inh,Bcl-2 Bim block,RGS4-Gao reg,ABCG2 block,Bcl-XL Bim block,Bfl-1 Bim block
CCCCCCOC(=O)c1ccc(NC(=O)c2cc(OC)c(OC)c(OC)c2Br)cc1,104,102,-4,2,15,3.1,-8,103,35,-2,-9
Cc1nn(S(=O)(=O)c2ccccc2)c(C)c1Sc1ccc([N+](=O)[O-])cc1,101,98,-9,5,15,1.1,-14,99,5,-3,-10
Cc1cc(N(C)NC(=S)Nc2ccccc2)nc(C)n1,100,109,4,-3,16,0.8,-5,103,10,-3,-7
COCCN=C1Sc2nc3ccc(C)cc3cc2CN1Cc1cccs1,93,98,-4,-2,20,2.9,-2,89,24,2,-3
O=C(CN(c1ccc(Cl)cc1)S(=O)(=O)c1ccccc1)N1CCN(c2ccccc2)CC1,99,103,-10,-1,35,3.4,-9,102,39,-8,-16
O=S(=O)(Nc1cccnc1)c1cccc(Cl)c1,101,95,-2,2,5,0.1,-3,101,0,4,2
O=C(O)/C=C/c1nc(-c2ccccc2)n2ccccc12,96,97,-4,-1,10,0.2,-2,103,15,0,-4
Clc1ccc2c(c1)[C@H]1OCC[C@H]1[C@@H](c1ccco1)N2,105,107,-11,-5,14,0.4,-8,108,4,-7,-7
Cc1ccc2c(c1)Oc1ccc(NC(=O)CCl)cc1C(=O)N2,103,109,-3,-4,11,0.1,-6,103,2,-2,-9
Cc1nnc(SCC(=O)NNC(=O)c2ccco2)n1-c1cccc(Cl)c1,103,106,-8,-4,11,0.4,0,104,1,-2,-9
CCCCc1ccc(NC(=O)COc2ccc(C(=O)Nc3ccccc3C)cc2)cc1,102,98,-6,-2,5,0.2,-2,98,3,-6,-1
Cc1ccc(C)c(N2CCN(C(=O)COc3cc(=O)n(C)c4ccccc34)CC2)c1,97,98,-1,0,11,2.2,0,98,6,3,-1
COc1ccccc1C(=O)n1nc(-c2cccnc2)nc1N,100,105,-4,0,20,0.3,-5,100,1,-5,-12
CCN(CC)C(=O)C(=O)Nc1ccc(F)c(Cl)c1,?,102,-6,-5,15,1.1,-3,98,5,-6,-7
CCC(C)(C(=O)NC1CCCC1)N(C)C(=O)c1ccccn1 (stereo not given),100,101,0,0,22,1.1,0,98,2,1,4
Cc1ccc(C(=O)c2cc(C)sc2N)cc1,110,107,-10,-8,20,0.2,-7,105,2,-9,-15
CCCC(CCC)C(=O)NCCN1CCOCC1,104,101,-1,-1,25,0.3,-2,103,4,-7,0
CCCCc1ccc(NC2=NCC(=O)N2CCc2ccccc2)cc1,99,103,-10,-4,13,0.3,-5,102,1,-8,-6
O=C(Nc1ccccc1-c1nc2ccccc2[nH]1)c1ccc(S(=O)(=O)N2CCCCC2)cc1,83,92,-1,3,7,-0.7,-1,81,-2,0,0
CC(C)OC(=O)C(C#N)c1nc2ccccc2nc1N1CCN(Cc2ccccc2)CC1 (stereo not given),99,100,0,0,16,5.5,-2,101,1,-1,-1
COc1cc(/C=N/NC(=O)C(=O)NCC2CCCO2)ccc1OCC(=O)N1CCOCC1 (stereo not given),96,100,-4,-3,11,0.3,-6,99,2,-6,-8
CCOc1ccccc1-n1nnnc1SCC(=O)Nc1cc2oc3ccccc3c2cc1OC,92,96,-7,1,26,0.4,-10,97,2,-5,-6
N/C(=N\OC(=O)/C=C/c1ccccc1)c1cccnc1,?,104,-2,0,11,1.2,-2,104,10,-3,-4
COc1ccc(C2C(C#N)=C(N)Oc3c2oc(CO)cc3=O)cc1 (stereo not given),89,102,0,0,14,0.8,1,100,3,0,-3
Cc1cccc(C)c1NC(=O)CCCN1CC(C)OC(C)C1 (stereo not given),92,98,-2,2,4,0.0,0,94,-1,-5,-8
C/C(=N\S(=O)(=O)c1ccc(C)cc1)NC(=S)Nc1ccc(C)cc1,?,102,-4,0,11,0.1,3,100,0,0,0
CC(NC(=O)c1ccc(Br)cc1)c1ccc2c(c1)CCCC2 (stereo not given),96,103,-12,-10,20,0.7,0,104,5,-14,-11
CCC(=O)NCc1cc(-c2nn(C)c(=O)c3ccccc23)ccc1OC,97,92,0,0,13,0.9,0,100,2,-1,0
O=S(=O)(c1ccccc1)C(/C=N\O)/C=C/c1ccccc1 (stereo not given),97,95,4,2,9,-1.8,4,98,-5,2,11
Cc1cccc(NC(=O)c2ccccc2NC(=O)C2CCCCC2)c1C,100,101,-3,-3,17,0.8,-5,101,4,-5,-5

3 compounds from above, arranged by molar mass, low to high.
smiles,RGS7-Gao,RGS8-Gao reg,Bcl-B Bim block,Bcl-W Bim block,GSH fluor,ABCB1 inh,Bcl-2 Bim block,RGS4-Gao reg,ABCG2 block,Bcl-XL Bim block,Bfl-1 Bim block
Cc1cc(N(C)NC(=S)Nc2ccccc2)nc(C)n1,100,109,4,-3,16,0.8,-5,103,10,-3,-7
COc1ccccc1C(=O)n1nc(-c2cccnc2)nc1N,100,105,-4,0,20,0.3,-5,100,1,-5,-12
Cc1nnc(SCC(=O)NNC(=O)c2ccco2)n1-c1cccc(Cl)c1,103,106,-8,-4,11,0.4,0,104,1,-2,-9

Other entries
smiles,RGS7-Gao,RGS8-Gao reg,Bcl-B Bim block,Bcl-W Bim block,GSH fluor,ABCB1 inh,Bcl-2 Bim block,RGS4-Gao reg,ABCG2 block,Bcl-XL Bim block,Bfl-1 Bim block
CCC(C(=O)NC(C)CCc1ccco1)n1nc(C)n2c(cc3occc32)c1=O (stereo not given),103,102,-4,-4,17,0.6,0,103,9,-5,-1
CCC(C)(C)NC(=O)C(c1ccc(C)cc1)N(Cc1ccco1)C(=O)CCC(=O)Nc1nccs1 (stereo not given),100,99,-4,4,59,3.4,-6,101,2,-16,-13
CN(C(=O)CSc1nnc(N)s1)c1c(N)n(Cc2ccccc2)c(=O)[nH]c1=O,98,99,-6,1,12,0.0,-9,99,1,-2,-7
O=C(Nc1ccccc1)c1ccc(NC2CCCCC2)c(S(=O)(=O)N2CCOCC2)c1,101,99,-9,-1,34,1.4,-10,101,6,3,-12
CCc1nccn1S(=O)(=O)c1ccc2ccccc2c1,107,102,0,-1,9,0.1,1,111,0,-1,-2
CC1Oc2ccccc2N(Cc2ccccc2Cl)C1=O (stereo not given),104,100,-6,0,21,1.7,-10,105,25,-9,-16
Cc1cc(C)[n+](-c2ccc(C(C)C)cc2)c2[nH]c(=O)[nH]c(=O)c12,99,100,-9,-1,25,0.1,1,99,4,0,2
CCC(C)NC(=O)CC(c1ccccc1)c1cc(C)ccc1O (stereo not given),?,102,-3,2,12,0.0,-1,102,0,0,-3
O=C1CC2(CCCCC2)Oc2ccc(O)cc21,103,104,2,0,16,0.3,2,101,1,0,1
COC(=O)C1C(=O)NCC1c1ccccc1 (stereo not given),101,100,0,0,17,0.1,-1,105,3,1,0
CC1CCCC(C)N1C(=O)Cn1cnc2cc([N+](=O)[O-])ccc2c1=O (stereo not given),?,100,0,1,13,0.4,0,104,3,3,0
Cc1ccn2cc(CC(=O)O)nc2c1,103,102,-1,1,13,1.7,-3,103,4,0,-2
Cn1c(-c2ccc(F)cc2)cnc1SCC(=O)N1CCCCC1,91,94,-5,2,34,0.5,-5,91,1,-6,-7
O=C(Nc1ccc(Br)cn1)c1cccc(-c2cc3ccccc3oc2=O)c1,95,102,-9,-10,8,-0.2,-4,96,-1,-8,-7
CCN1CC(CN(C)Cc2cn(-c3cccc(C)c3)nc2-c2cccc(F)c2)CC1=O (stereo not given),97,88,-6,-3,15,1.8,-7,79,7,-2,-3
Cc1ccc(NC(=O)CSc2nnc3ccccn23)cc1S(=O)(=O)N1CCOCC1,?,102,-6,-1,15,0.1,-5,102,9,-2,-4
Cn1c(SCc2ccccc2)nnc1-c1ccco1,96,100,-2,0,23,2.2,0,95,9,-1,-2
O=C(NCCN1C(=O)C2C3C=CC(C3)C2C1=O)NCc1ccccc1 (stereo not given),100,102,-5,-3,16,-0.1,-5,102,0,-4,-9
Cc1ccc(NC(=O)c2cc([N+](=O)[O-])ccc2N2CCCC2)cc1,?,102,3,1,16,0.9,-1,100,16,1,2
COc1ccc2oc(=O)c(C(=O)C[n+]3cccc(C)c3)cc2c1,99,87,-4,-2,15,0.4,0,102,5,-1,-11
O=C(c1ccc2ccccc2c1)c1c[nH]cc1-c1ccccc1,102,102,-10,-3,20,-0.1,1,104,23,-7,-6
Cc1ccc(S(=O)(=O)N2Cc3ccccc3CC2C(=O)Nc2ccc3c(c2)OCO3)cc1 (stereo not given),85,97,-4,5,8,2.7,-5,78,10,0,-10
COCCN1C(=O)c2cc(C(=O)Nc3ccc(C)c(F)c3)ccc2C1Nc1ccc(C)c(F)c1 (stereo not given),94,94,-4,-7,12,-0.1,-2,91,3,-5,0
O=C(COc1ccc(S(=O)(=O)Nc2ccccc2)cc1)NCc1ccncc1,96,100,-1,1,12,-0.3,-2,100,0,-1,-7
Cc1ccc(N)cc1CN1CCCC1=O,102,103,-3,5,52,-0.1,-4,103,0,-7,-10
CCOC(=O)CC(=O)CSc1nc(-c2ccc3c(c2)OCO3)cc(C(F)(F)F)c1C#N,101,99,-11,0,10,1.3,-8,97,3,-2,-4
C=CCN1C(=O)C(CCCC)NC1=S (stereo not given),101,102,-1,-1,15,-0.1,-3,101,-2,-8,-14
COc1ccc(Cc2noc(CN3CCN(Cc4csc(C)n4)CC3)n2)cc1OC,78,86,-7,-1,16,-0.1,-1,76,0,-3,-6
Clc1ccc(OC2CCN(Cc3nc(CC4CC4)no3)CC2)cc1,106,105,-6,-4,14,0.4,-6,105,0,-5,-10
O=C(NCCCCc1ccccc1)c1cccc([N+](=O)[O-])c1,98,101,-3,-1,13,1.2,-4,98,9,-1,-3
Cc1ccc(S(=O)(=O)N2CCC(=O)N(C(COCc3cccc(C(F)(F)F)c3)C(C)C)CC2)cc1 (stereo not given),96,79,-4,-2,19,2.7,-1,92,0,-1,0
COc1ccc(C2C(C(C)=O)=C(C)N=c3s/c(=C\c4ccco4)c(=O)n32)c(OC)c1 (stereo not given),101,100,-8,3,21,0.3,-6,101,0,-4,-5
Clc1ccc(-c2nc3ccccn3c2CN2CCCCC2)cc1,100,99,-4,0,15,2.0,-4,97,12,0,-3
O=C(Cc1csc(-c2ccccc2)n1)NCc1ccccc1F,108,105,-3,-4,7,1.4,-2,108,30,-7,-1
CCc1nc2sc(C)c(C)c2c(=O)n1CCO,120,105,-5,-1,28,0.2,-8,130,0,-3,-12
O=C(CNS(=O)(=O)/C=C/c1ccccc1)OC1CCOC1=O (stereo not given),97,101,0,-3,22,-0.2,-1,96,0,-2,4
CNC(=O)c1ccccc1NC(=O)c1ccc(C)c(S(=O)(=O)N2CCCCC2)c1,105,112,-4,-1,33,1.6,-5,103,56,-7,-9
CCOc1cc(/C=N/NC(N)=O)cc(Br)c1OCC(=O)Nc1cccc2ccccc12,97,96,-12,-1,27,0.5,-13,103,2,-2,-16

Screening results deposited in PubChem by NMMLSC.
